Screening data from PubChem BioAssay.
HKDC1 inhibitor = inhibitors of human hexokinase HKDC1; Q2TB90; recombinant HKDC1, G6PDH/diaphorase resazurin coupled fluorescence; inhibition, % at 20 µM; 0.16% of 340,000 active; AID 493160;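 active means inhibition above about 35% when tested at 20 µM, limit read from the data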;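 further: plate controls were DMSO wells with enzyme for no effect and DMSO wells lacking enzyme for full effect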
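Test system: HK5 enzyme. Quantity: 5 µg/mL HK5 final. Reagent: glucose and ATP substrates. Schedule: 90 min reaction incubation at room temperature, dark. Technique: resazurin-to-resorufin fluorescence via G6PDH and diaphorase coupling, 525/613 nm. Control set: DMSO wells with and without enzyme mix.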
APOBEC3A inh = inhibitors of human APOBEC3A DNA deaminase; recombinant A3A, FAM/TAMRA ssDNA deamination fluorescence; 0.41% of 330,000 active; inhibition, % at 20 µM;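 active means at least 40% inhibition at 20 µM here, with at most 30% in a related deaminase screen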;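 further: plate controls were A3A with DMSO for no effect and wells lacking A3A enzyme for full effect; some results filed as inactive read as strong as hits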
Target sequence (P31941 whole entry, looked up): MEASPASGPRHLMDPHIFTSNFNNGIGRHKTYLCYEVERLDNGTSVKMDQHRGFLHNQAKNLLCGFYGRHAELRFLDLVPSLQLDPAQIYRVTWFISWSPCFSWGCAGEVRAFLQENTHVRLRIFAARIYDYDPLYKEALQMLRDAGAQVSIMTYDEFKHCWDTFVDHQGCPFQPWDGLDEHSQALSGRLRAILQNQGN
mIAP block = mouse IAP inhibition. inhibition, % at 10 µM. AID 2806. 0.2% of 330,000 active. purified mouse IAP, CDP-Star luminescence, 30 min;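 active means inhibition of at least 40% at 10 µM in the primary screen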;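 further: plate controls were DMSO with enzyme for no effect and no enzyme wells for full effect; values of inactives mirror those of a sister screen read the other way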
mIAP act = increases mouse intestinal alkaline phosphatase activity; activation factor at 10 µM; muIAP, CDP-Star luminescence, 30 min; hits give high values; 1 = vehicle-only enzyme signal, 0 = enzyme-free wells; AID 2805; 0.24% of 330,000 active;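 active means activation factor of at least 2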; further: the source names both 10 and 20 µM as test concentration; values of inactives mirror those of a sister screen read the other way
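Assay system: mouse IAP enzyme; Reagent: CDP-Star chemiluminescent phosphatase substrate; Compound: DMSO-dissolved test compounds; Incubation: 30 min, room temperature; Technique: luminescence from enzymatic CDP-Star hydrolysis; Controls: DMSO-only wells and no-enzyme negative control.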
hIAP block = blocks human intestinal alkaline phosphatase; AID 2544; 0.12% of 330,000 active; inhibition, % at 10 µM; purified IAP, CDP-Star luminescence, 30 min; P09923;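 active means inhibition reaching a set limit with compound at 10 µM in the primary screen, cut at about 35% in these data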;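 further: plate controls were DMSO wells with enzyme for no effect and no-enzyme buffer wells for full effect; values of inactives mirror those of a sister screen read the other way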
hIAP act = human IAP activation. P09923. purified human IAP, CDP-Star luminescence, 30 min; hits give high values; 1 = vehicle-only enzyme, 0 = enzyme-free background. activation factor at 10 µM. 0.16% of 330,000 active;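 active means activation factor of the enzyme at least 2-fold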; further: the source names both 10 and 20 µM as test concentration; values of inactives mirror those of a sister screen read the other way
ATG4B inhibitor = ATG4B (human) cysteine protease inhibition; 0.51% of 340,000 active; ATG4B cleavage of LC3-PLA2, NBD-HPC fluorescence, 1 h; inhibition, % at 8.33 µM; Q9Y4P1; AID 504462; in the data active means inhibition above about 40%
Target sequence (Q9Y4P1 whole entry, looked up): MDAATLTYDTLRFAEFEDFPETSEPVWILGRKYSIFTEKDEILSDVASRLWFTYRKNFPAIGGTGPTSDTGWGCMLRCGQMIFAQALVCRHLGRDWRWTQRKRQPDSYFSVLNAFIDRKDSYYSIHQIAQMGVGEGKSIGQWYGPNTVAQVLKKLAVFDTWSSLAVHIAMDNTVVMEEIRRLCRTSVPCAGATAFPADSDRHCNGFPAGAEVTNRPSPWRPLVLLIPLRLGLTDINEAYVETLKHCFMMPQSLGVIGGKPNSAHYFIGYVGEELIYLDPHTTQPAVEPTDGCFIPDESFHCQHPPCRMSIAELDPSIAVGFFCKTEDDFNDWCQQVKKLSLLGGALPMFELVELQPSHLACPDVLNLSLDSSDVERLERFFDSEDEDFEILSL
PfG6PD inh = PfG6PD (Plasmodium falciparum) enzyme inhibition; PfGluPho enzyme, NADPH resazurin-diaphorase fluorescence; inhibition, % at 20 µM; 0.78% of 350,000 active; AID 504690;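 active means inhibition reaching at least a set limit at 20 µM in the primary screen, cut at about 59% in these data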;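 further: 0% = DMSO wells with substrate and 100% = DMSO wells lacking glucose-6-phosphate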
Numbers without * were called inactive; · = no result given.

SMILES	HKDC1 inhibitor	APOBEC3A inh	mIAP block	mIAP act	hIAP block	hIAP act	ATG4B inhibitor	PfG6PD inh
CCN(CC)S(=O)(=O)c1ccc(N2CCOCC2)c(NC(=O)c2ccc(OC)c([N+](=O)[O-])c2)c1	1	10	8	0.92	1	0.99	-4	4
CC(C)c1ccc(S(=O)(=O)N2CCC(C(=O)N3CCC3)CC2)cc1	-4	2	-2	1	-8	1.1	-8	4
CC1CCc2nc3ccc(S(=O)(=O)N4CCC(C(=O)N5CCCCCC5)CC4)cc3c(C(=O)O)c2C1 (stereo not given)	0	-3	-10	1.1	5	0.95	3	-16
COC(=O)Nc1sc(C)nc1-c1ccccc1	-6	-3	0	0.99	-4	1	-7	13
COc1ccc(OCCCC(=O)ON=C(N)c2ccccc2C)cc1	1	-5	0	1	2	0.98	6	11
COc1ccc(-n2nc3cc(N)c(Br)cc3n2)cc1	9	-7	10	0.9	28	0.72	-7	-26
Clc1ccc(SCc2cc(Cl)nc(-c3ccccc3)n2)cc1	10	1	6	0.94	16	0.84	3	-1
c1ccc(N2CCN(Cc3ccnc4ccccc34)CC2)cc1	2	-2	-2	1	-1	1	5	6
COC(=O)c1ccc(CN2CCN(C3CCCC3)C(CCO)C2)cc1 (stereo not given)	0	-2	-5	1.1	14	0.86	-3	6
COc1ccc2oc(=N)c(C(=O)NCc3ccccc3)cc2c1	-1	-10	2	0.98	12	0.88	-12	31
CC(=O)OCCOc1nc(N(C)C)nc(N(C)C)n1	-4	4	-4	1	8	0.92	2	-16
COc1ccc(S(=O)(=O)NCC(c2cccnc2)N2CCN(C)CC2)cc1C (stereo not given)	-5	0	-1	1	-2	1	-2	-2
COc1cccc(/C=C2\SC(=S)N(CCCC(=O)NC3=NCCS3)C2=O)c1	1	5	14	0.86	-33	1.3	-5	3
COc1cc2c(C(F)(F)F)c(-c3ccc(C#N)cc3)oc(=O)c2cc1OC	-6	1	4	0.96	-1	1	-11	-5
CCOC(=O)CSc1nc(C)cc(=O)[nH]1	-8	1	-3	1	19	0.81	2	-16
CNC(=O)c1cc2c(=O)n3cc(C)ccc3nc2n(C(C)C)c1=N	0	5	5	0.95	3	0.97	1	-7
CCN1CCN(C(=O)c2sc3ncnc(N4CCc5ccccc5C4)c3c2C)CC1	-7	-3	2	0.98	-8	1.1	0	0
Cc1c(C2C(C#N)=C(N)N(c3cccc([N+](=O)[O-])c3)C3=C2C(=O)CCC3)cnn1C (stereo not given)	·	-1	4	0.96	22	0.78	·	·
COC(=O)/C(C#N)=C/c1c(N2CCN(c3ccccc3)CC2)nc2ccccn2c1=O	3	-2	9	0.91	22	0.78	3	17
Cc1cccc(NC(=O)c2cnn3ccccc23)c1C	-4	1	1	0.99	7	0.93	0	-10

Whole records as entered above. Order of values: HKDC1 inhibitor	APOBEC3A inh	mIAP block	mIAP act	hIAP block	hIAP act	ATG4B inhibitor	PfG6PD inh
Clc1ccc(SCc2cc(Cl)nc(-c3ccccc3)n2)cc1 across the screens: 10	1	6	0.94	16	0.84	3	-1
c1ccc(N2CCN(Cc3ccnc4ccccc34)CC2)cc1 across the screens: 2	-2	-2	1	-1	1	5	6

The results go on:
SMILES	HKDC1 inhibitor	APOBEC3A inh	mIAP block	mIAP act	hIAP block	hIAP act	ATG4B inhibitor	PfG6PD inh
CCC(C)NC(=O)CC(NS(=O)(=O)c1ccc(Cl)cc1)c1ccco1 (stereo not given)	0	-4	7	0.93	-31	1.3	6	-24
CCc1cccc(NC(=S)N(CCCOC(C)C)C2CCN(C(C)=O)CC2)c1	-10	-4	4	0.96	18	0.81	-4	6
O=C(Nc1ccncc1)c1cc2ccccc2o1	-4	1	2	0.98	5	0.95	-4	33
O=C(O)C1CC(O)CN1S(=O)(=O)c1ccc2ccccc2c1 (stereo not given)	-3	0	0	1	-5	1	3	-19
COc1ccc(CNC(=O)C(=O)NCC2OCCN2S(=O)(=O)c2ccc(C)cc2)cc1 (stereo not given)	7	4	-6	1.1	-7	1.1	7	1
COc1ccc(/C(C)=N/NC(=O)Cn2nc([N+](=O)[O-])cc2C)cc1	1	-3	-3	1	21	0.79	-8	-4
Cc1ccc(C(=O)N2CCN(C)CC2)cc1[N+](=O)[O-]	0	-2	2	0.98	16	0.84	0	-1
COCCCNC(=S)NNC(=S)NCCCOC	-7	2	-4	1	-16	1.2	3	0
O=C1CN(C(=O)CN2CCOCC2)C(c2ccccc2)c2cc(Br)ccc2N1 (stereo not given)	-7	-7	-2	1	4	0.96	-13	14
COc1ccc(-c2cn(CCO)c(-c3ccncc3)n2)cc1	7	1	3	0.97	0	1	-2	18
COc1ccc(C)cc1NC(=O)C1CCCCN1S(=O)(=O)c1ccccc1 (stereo not given)	-1	-3	5	0.95	2	0.98	0	5
Cc1noc(C)c1S(=O)(=O)Nc1ccc(C(C)C)cc1	4	-3	4	0.96	-7	1.1	-3	10
COc1ccc(C(=O)n2cc(C(=O)c3cc(C)ccc3O)cn2)cc1OC	1	-5	-5	1	-7	1.1	27	-3
FC(F)Oc1ccc(NC(=S)NN2CCOCC2)cc1	-3	-4	4	0.96	-2	1	-3	-2
CCOC(=O)Nc1ccc2c(c1)N(C(=O)CN(CC)CC)c1ccccc1C=C2	-5	-3	1	0.99	-7	1.1	-3	-6
COc1ccc(C(C(=O)NC2CCCC2)N(C(=O)c2ccco2)c2ccccc2C(C)=O)cc1OC (stereo not given)	-4	-4	5	0.95	12	0.88	-6	11
CCn1ccnc1CN(C)C(=O)C1CCC(=O)N(Cc2cccc(F)c2)C1 (stereo not given)	-4	-8	-4	1	8	0.92	19	1
CCCn1c(=O)c(C#N)cn(C2CC2)c1=O	-3	-4	2	0.98	-8	1.1	4	2
O=C(Oc1ccc(=O)n(-c2ccccc2)n1)c1cccc(Cl)c1	3	-2	-2	1	5	0.95	-3	-1
COc1ccc2c(CC(=O)Nc3ccc(OC)c(S(=O)(=O)N4CCOCC4)c3)coc2c1	9	-2	-10	1.1	13	0.87	-11	-7
CCN(CC)CCOC(=O)C1(c2ccc(OC)c(OC)c2)CCCC1	0	2	3	0.97	22	0.78	10	-2
CCOC(=O)N1CCN(C(=O)CCn2c(=O)[nH]c3ccsc3c2=O)CC1	-5	3	-5	1.1	-5	1.1	-4	-2
CCOc1ccc2nc(SCC(=O)NCC3CCCO3)c(C#N)cc2c1 (stereo not given)	4	-1	0	1	11	0.89	-9	15
CCN(CC)c1cc(Cl)c2nonc2c1N	10	-3	10	0.9	-10	1.1	0	25
Cc1ccc(-c2csc(NC(=O)COC(=O)c3cccc(S(=O)(=O)N4CCOCC4)c3)n2)cc1	-6	-3	-4	1	-3	1	-10	-17
O=C1c2oc3ccccc3c(=O)c2C(c2cccs2)N1CCCN1CCOCC1 (stereo not given)	-9	-16	0	1	-4	1	-17	12
CCOc1cc(NC(=S)Nc2cccc(OC)c2)c(OCC)cc1NC(=O)c1ccc(C)cc1	-1	-4	7	0.93	-22	1.2	8	18
Nc1c(C(=O)N/N=C/c2cccnc2)cnn1-c1ccccc1	-7	4	0	1	-4	1	-9	6
CCOC(=O)C1=C(c2ccc(OC)cc2)OC(N)=C(C#N)C1c1cccnc1 (stereo not given)	4	-4	-4	1	-195	3*	4	-14
COC(=O)c1cc(C(=O)c2ccccc2)n2c(=O)/c(=C\N(C)C)sc12	2	-2	12	0.88	8	0.92	1	24
COc1ccc(S(=O)(=O)NCCc2cc3ccc(C)c(C)c3[nH]c2=O)cc1	4	-1	2	0.98	4	0.96	-12	-17
CC/C(O)=C1\C(=O)CC(c2ccccc2)CC1=NC(C)C (stereo not given)	-12	-3	-7	1.1	-13	1.1	2	18
COc1ccc(-c2cc(=O)oc3cc(OC(C)C(=O)NCCCn4ccnc4)ccc23)cc1 (stereo not given)	-5	-3	10	0.9	-3	1	-4	3
CCC(C)NS(=O)(=O)c1ccc(S(=O)(=O)N(CC(=O)Nc2ccccc2)CC2CCCO2)cc1 (stereo not given)	-4	-5	3	0.97	2	0.98	-9	1
O=C1/C(=C/c2cccnc2)N=C2CCCCCN12	3	1	-3	1	9	0.91	2	-12
O=C(Nc1ccc(F)cc1)C1CCCN(S(=O)(=O)c2ccc3[nH]c(=O)ccc3c2)C1 (stereo not given)	-7	-3	9	0.91	0	1	-11	10
O=C(N/N=C/c1cc(Br)cc(Br)c1O)c1ccncc1	-34	-3	17	0.83	-22	1.2	8	-30
COc1cc(SC)ccc1C(=O)Nc1cc(C)ccn1	-14	-5	7	0.93	12	0.88	-25	42
COc1ccccc1N1CCN(CCNC(=O)Nc2cccc(C)c2C)CC1	-5	0	-13	1.1	5	0.95	5	3
O=C(COC(=O)c1cc(-c2cccs2)nc2ccccc12)NC1CCS(=O)(=O)C1 (stereo not given)	-6	-1	-1	1	2	0.98	-5	-1

6 entries already listed, sorted by the number in mIAP act, low to high:
SMILES	HKDC1 inhibitor	APOBEC3A inh	mIAP block	mIAP act	hIAP block	hIAP act	ATG4B inhibitor	PfG6PD inh
O=C(N/N=C/c1cc(Br)cc(Br)c1O)c1ccncc1	-34	-3	17	0.83	-22	1.2	8	-30
COC(=O)c1cc(C(=O)c2ccccc2)n2c(=O)/c(=C\N(C)C)sc12	2	-2	12	0.88	8	0.92	1	24
COc1cc(SC)ccc1C(=O)Nc1cc(C)ccn1	-14	-5	7	0.93	12	0.88	-25	42
CCN(CC)CCOC(=O)C1(c2ccc(OC)c(OC)c2)CCCC1	0	2	3	0.97	22	0.78	10	-2
O=C1/C(=C/c2cccnc2)N=C2CCCCCN12	3	1	-3	1	9	0.91	2	-12
CCOC(=O)N1CCN(C(=O)CCn2c(=O)[nH]c3ccsc3c2=O)CC1	-5	3	-5	1.1	-5	1.1	-4	-2

New compounds follow
SMILES	HKDC1 inhibitor	APOBEC3A inh	mIAP block	mIAP act	hIAP block	hIAP act	ATG4B inhibitor	PfG6PD inh
CCOC(=O)Nc1ccc(OCc2nnc3c4ccccc4c(C)nn23)cc1	-3	1	0	1	16	0.84	-3	8
Cc1cnc(NC(=O)Cc2ccc(S(=O)(=O)N3CCOCC3)s2)s1	0	1	13	0.87	-2	1	-3	-2
COc1ccc(-n2nc3c(c2NC(=O)CBr)CSC3)cc1	-2	-2	-1	1	11	0.89	2	11
Cc1ccc(S(=O)(=O)N(C)C)cc1NC(=O)COC(=O)c1c(C)noc1C	-16	-5	9	0.91	15	0.85	-6	-3
CCOC(=O)N1CCN(C(=O)Nc2ccc(Cl)cc2Cl)CC1	-1	3	-21	1.2	-18	1.2	-10	-3
Cc1cc2c3c([nH]c2cc1S(=O)(=O)N1CCC2(CC1)OCCO2)CCCC3=O	-2	2	-2	1	-14	1.1	13	-10
C/C(=N/NC(=O)c1ccc(Br)o1)c1ccncc1	-9	21	5	0.95	1	0.99	-2	2
CSc1ccccc1NC(=O)CN1C(=O)C2CC=CCC2C1=O (stereo not given)	-7	0	6	0.94	-4	1	7	-8
O=C1NC(=Nc2ccc(Cl)cc2)SC1Cc1cccc(Cl)c1Cl (stereo not given)	4	2	-12	1.1	-38	1.4	34	-30
CC(C)N1CC(C(=O)Nc2ccc(Cl)c(Cl)c2)CC1=O (stereo not given)	-2	4	-7	1.1	14	0.85	2	-9
O=C(CNC(=O)c1sc2ccccc2c1Cl)Nc1ccccc1F	-3	-4	-3	1	-17	1.2	-5	-9
O=C(CSc1nc2ccccc2c(=O)n1Cc1ccco1)N1CCN(c2ccccc2)CC1	2	-2	-3	1	15	0.85	-11	0
COc1ccc(-c2nc3ccc(C(=O)NCCCN4CCOCC4)cc3nc2-c2ccc(OC)cc2)cc1	1	0	-4	1	-10	1.1	-10	8
COCCn1c(Sc2ccc(C)cc2)nc2c1c(=O)[nH]c(=O)n2C	-4	-3	0	1	-21	1.2	-2	5
O=C(O)/C=C/c1cccc(NS(=O)(=O)c2ccccc2)c1	-4	0	0	1	-3	1	1	-2
